14-3-3 Bad inh: disrupts binding of bovine 14-3-3 zeta to phospho-Bad peptide. TR-FRET 14-3-3zeta/Dy647-pBad peptide displacement, 1 h. inhibition, % at 21.7 µM. P63103. actives 0.71% (n = 220,000);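 active = inhibition above about 70%, limit read from the data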;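 also: 0% = full 14-3-3 plus peptide FRET controls and 100% = background without 14-3-3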
Wee1 stabilizer: human Wee1 degradation inhibition, primary screen; reporter increase, % at 5 µM; AID 1321; actives 1.2% (n = 220,000); HeLa Luc-Wee1K328M stability, luciferase luminescence; 100% = proteasome inhibitor MG132 effect;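 active = activation above the mean of all tested compounds plus 3 SD, set per screening run, cut at about 8.8% in these data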;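 also: cells exposed to compound for 20 h before luminescence read; 0% = DMSO alone and 100% = MG132 at 30 µM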
MDM2 E3 inh: inhibitors of human Mdm2 E3 ubiquitin ligase; cell-based MDM2 ubiquitination luciferase reporter, 2 h; 0 = plate control, 100 = twice control, blank-subtracted; signal enhancement, % at 5 µM; actives 0.11% (n = 210,000); AID 1230;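 active = signal enhancement of 30% or more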;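 also: luminescence tracks abundance of the self-degrading MDM2-luciferase fusion protein; higher signal means inhibition of MDM2 E3 ligase activity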
Target sequence (Q00987 whole entry, looked up, the tested form may be a part): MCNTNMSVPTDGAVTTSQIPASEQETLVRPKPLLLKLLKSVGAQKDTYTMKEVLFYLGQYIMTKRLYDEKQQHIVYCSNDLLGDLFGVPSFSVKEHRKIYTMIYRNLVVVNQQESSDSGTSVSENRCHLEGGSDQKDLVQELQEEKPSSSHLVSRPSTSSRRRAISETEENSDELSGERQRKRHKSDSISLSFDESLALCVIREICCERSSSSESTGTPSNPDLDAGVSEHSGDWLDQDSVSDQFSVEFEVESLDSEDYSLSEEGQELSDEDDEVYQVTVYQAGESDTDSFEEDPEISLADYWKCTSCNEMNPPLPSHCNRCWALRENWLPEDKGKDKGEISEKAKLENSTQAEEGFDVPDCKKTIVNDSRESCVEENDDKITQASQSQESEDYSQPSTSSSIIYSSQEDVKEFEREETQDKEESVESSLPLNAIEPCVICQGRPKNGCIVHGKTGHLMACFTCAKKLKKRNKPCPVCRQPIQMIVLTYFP
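System: stable MDM2–luciferase fusion reporter cells / Input: 2000 cells seeded into each well / Schedule: 4 h settle plus 2 h compound, 37 °C / Compound: single-point 5 µM / Buffer or medium: cells held in DMEM / Benchmarks: control and blank well means / Evaluation: percent signal gain over controls, blank-subtracted / Measured by: luciferase luminescence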
Rad51 HR inh: Rad51 (human) homologous recombination inhibition; Q06609; actives 0.085% (n = 200,000); inhibition, % at 10 µM; hRad51 DNA strand exchange, fluorescence dequenching;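 active = inhibition above 40% at the single screening dose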;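 also: 0% = DMSO control wells and 100% = blanks with heterologous ssDNA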
Target sequence (Q06609 whole entry, looked up): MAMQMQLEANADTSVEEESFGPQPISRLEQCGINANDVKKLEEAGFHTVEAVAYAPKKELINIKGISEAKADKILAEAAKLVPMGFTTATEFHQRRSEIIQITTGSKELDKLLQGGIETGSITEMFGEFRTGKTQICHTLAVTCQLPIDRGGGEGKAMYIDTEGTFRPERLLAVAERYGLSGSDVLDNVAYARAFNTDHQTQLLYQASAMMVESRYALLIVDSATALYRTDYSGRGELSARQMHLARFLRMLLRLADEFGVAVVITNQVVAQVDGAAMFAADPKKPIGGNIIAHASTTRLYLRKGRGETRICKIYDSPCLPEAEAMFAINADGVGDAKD
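System: hRad51 filaments on single-stranded DNA; reagent: Fluorescein- and BHQ1-tagged 47-mer duplex; compound dosing: one concentration, 10 µM final; timing: filaments 15 min 37 °C, then compound 30 min; measured by: fluorescein emission 520 nm, excitation 485 nm; benchmarks: per-plate controls and blanks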
FXIIa inh: factor XIIa (human) inhibition. purified FXIIa, Boc-QGR-AMC fluorogenic substrate, 2 h. inhibition, % at 5 µM. actives 0.3% (n = 220,000); in the data active = inhibition above about 40%;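 also: 0% = enzyme with no compound and 100% = blank without enzyme; many of its hits are not listed in these tables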
FXIa inh 1536: factor XIa (human) inhibition; purified FXIa, Boc-Glu-Ala-Arg-AMC fluorogenic substrate; inhibition, % at 5 µM; actives 0.14% (n = 220,000); AID 798;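 active = inhibition of at least 40%; inactive = inhibition below 40%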;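 also: fluorescence of freed AMC excited at 355 nm; 0% = enzyme without compound and 100% = no enzyme blank; many of its hits are not listed in these tables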
eIF4E 4G PPI: inhibitors of eIF4E and eIF4G interaction in translation initiation; P63073+Q04637; TR-FRET eIF4E-eIF4GI(517-606) binding, 2 h; inhibition, % at 21.7 µM; actives 0.37% (n = 220,000); AID 782;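 active = inhibition above about 30%, limit read from the data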;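 also: 0% = full FRET control wells and 100% = background wells lacking eIF4GI fragment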
KLK5 inh: blocks human kallikrein 5 protease activity; Q9Y337; recombinant hK5, fluorogenic AMC substrate cleavage; inhibition, % at 5 µM; actives 0.59% (n = 210,000); AID 873;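 active = inhibition of 40% or more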;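 also: 0% = enzyme controls without compound and 100% = no-enzyme blanks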
Target sequence (Q9Y337 67-293 limits assumed): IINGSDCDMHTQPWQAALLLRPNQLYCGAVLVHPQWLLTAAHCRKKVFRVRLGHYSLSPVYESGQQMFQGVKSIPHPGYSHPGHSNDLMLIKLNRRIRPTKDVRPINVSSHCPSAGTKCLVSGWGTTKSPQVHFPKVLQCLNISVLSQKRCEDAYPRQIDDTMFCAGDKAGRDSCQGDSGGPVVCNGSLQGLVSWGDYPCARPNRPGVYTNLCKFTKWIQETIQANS
p97 inhibitor: inhibitors of human p97 ATPase; P55072; recombinant p97 ATPase, Kinase-Glo ATP luminescence, 3 h; inhibition, % at 8 µM; AID 1481; actives 0.42% (n = 220,000); in the data active = inhibition above about 15%;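 also: 0% = DMSO vehicle and 100% = wells lacking enzyme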
* = called active by the depositor; · = not tested or not shown; [ ] = dose if it differs, or a comment.

The opening 15 entries, to show the layout:
SMILES	14-3-3 Bad inh	Wee1 stabilizer	MDM2 E3 inh	Rad51 HR inh	FXIIa inh	FXIa inh 1536	eIF4E 4G PPI	KLK5 inh	p97 inhibitor
CC(C)Nc1nc(Cl)nc(N(C#N)CN2C(=O)c3ccccc3C2=O)n1	-7	-1	-3	8	8	-2	-2	-11	2
O=C(Nc1ccc2c(c1)nc1n2CCSC1)c1ccccc1	1	0	-1	4	17	-2	-18	-5	-10
COc1ccc(C2CC(c3ccccc3)=NN2c2ccc(Cl)c(C(=O)O)c2)cc1 (configuration not stated)	0	1	-11	0	-14	-17	2	·	5
c1ccc2c(c1)nc1sccn12	-11[fluorescence artefact?]	0	-8	-3	3	-2	-8	-3	-1
COc1ccc(-n2c(-c3ccc(Br)cc3)c[n+]3c2CCc2ccccc2-3)cc1	2	2	-14	·	5	-2	2[fluorescence artefact?]	-6	-4
CCCC(=O)NC(=S)Nc1cc(-c2nc3ncccc3o2)ccc1C	5	1	-2	-15	3	1	-6	4	-9
O=C1CC(c2ccccc2)n2nc(NC(=O)C3CCCO3)nc2N1 (configuration not stated)	2[fluorescence artefact?]	-1	-10	-2	1	-8	-19	-7	-4
CC1CCC2(CC1)NC(=O)N(CC(=O)Nc1cccc(S(=O)(=O)N3CCOCC3)c1)C2=O (configuration not stated)	-16	-2	-1	·	-4	-6	-4	-4	-10
Cc1ccc(S(=O)(=O)CCC(=O)OC(C)C(=O)c2c(C)[nH]c3ccccc23)cc1 (configuration not stated)	6	-3	2	11	13	8	-1[fluorescence artefact?]	-8	1
COc1ccc(S(=O)(=O)N2CCOCC2)cc1NC(=O)CSc1n[nH]c(=O)n1C1CC1	-6[fluorescence artefact?]	0	-10	3	10	3	-6[fluorescence artefact?]	-7	6
O=C(N/N=C/c1ccc(Cl)c([N+](=O)[O-])c1)c1cc(-c2ccccc2)nc2ccccc12	-15	-3	-3	20	1	-7	1	-13	1
C=C(C)c1cccc(C(C)(C)NC(=O)N2CCCC(C(N)=O)C2)c1 (configuration not stated)	10[fluorescence artefact?]	-2	-4	8	-5	2	-3[fluorescence artefact?]	-7	2
Cc1ccc2cc(CN(Cc3ccco3)C(=O)NC3CCCCC3)c(=O)[nH]c2c1C	-1	2	-6	-5	5	0	-4	-10	4
Cc1ccc(C(C)C)c(OCC(=O)NN=C(CCl)CCl)c1	4	4	-3	·	7	2	2	3	2
CCOC(=O)c1cnc(SCc2nc(N)nc(Nc3ccc(OC)cc3)n2)nc1N	-14	-1	-13	4	14	2	2	-13	-2

Main list, previewed entries included:
SMILES	14-3-3 Bad inh	Wee1 stabilizer	MDM2 E3 inh	Rad51 HR inh	FXIIa inh	FXIa inh 1536	eIF4E 4G PPI	KLK5 inh	p97 inhibitor
CC(C)Nc1nc(Cl)nc(N(C#N)CN2C(=O)c3ccccc3C2=O)n1	-7	-1	-3	8	8	-2	-2	-11	2
O=C(Nc1ccc2c(c1)nc1n2CCSC1)c1ccccc1	1	0	-1	4	17	-2	-18	-5	-10
COc1ccc(C2CC(c3ccccc3)=NN2c2ccc(Cl)c(C(=O)O)c2)cc1 (configuration not stated)	0	1	-11	0	-14	-17	2	·	5
c1ccc2c(c1)nc1sccn12	-11[fluorescence artefact?]	0	-8	-3	3	-2	-8	-3	-1
COc1ccc(-n2c(-c3ccc(Br)cc3)c[n+]3c2CCc2ccccc2-3)cc1	2	2	-14	·	5	-2	2[fluorescence artefact?]	-6	-4
CCCC(=O)NC(=S)Nc1cc(-c2nc3ncccc3o2)ccc1C	5	1	-2	-15	3	1	-6	4	-9
O=C1CC(c2ccccc2)n2nc(NC(=O)C3CCCO3)nc2N1 (configuration not stated)	2[fluorescence artefact?]	-1	-10	-2	1	-8	-19	-7	-4
CC1CCC2(CC1)NC(=O)N(CC(=O)Nc1cccc(S(=O)(=O)N3CCOCC3)c1)C2=O (configuration not stated)	-16	-2	-1	·	-4	-6	-4	-4	-10
Cc1ccc(S(=O)(=O)CCC(=O)OC(C)C(=O)c2c(C)[nH]c3ccccc23)cc1 (configuration not stated)	6	-3	2	11	13	8	-1[fluorescence artefact?]	-8	1
COc1ccc(S(=O)(=O)N2CCOCC2)cc1NC(=O)CSc1n[nH]c(=O)n1C1CC1	-6[fluorescence artefact?]	0	-10	3	10	3	-6[fluorescence artefact?]	-7	6
O=C(N/N=C/c1ccc(Cl)c([N+](=O)[O-])c1)c1cc(-c2ccccc2)nc2ccccc12	-15	-3	-3	20	1	-7	1	-13	1
C=C(C)c1cccc(C(C)(C)NC(=O)N2CCCC(C(N)=O)C2)c1 (configuration not stated)	10[fluorescence artefact?]	-2	-4	8	-5	2	-3[fluorescence artefact?]	-7	2
Cc1ccc2cc(CN(Cc3ccco3)C(=O)NC3CCCCC3)c(=O)[nH]c2c1C	-1	2	-6	-5	5	0	-4	-10	4
Cc1ccc(C(C)C)c(OCC(=O)NN=C(CCl)CCl)c1	4	4	-3	·	7	2	2	3	2
CCOC(=O)c1cnc(SCc2nc(N)nc(Nc3ccc(OC)cc3)n2)nc1N	-14	-1	-13	4	14	2	2	-13	-2
CC(=O)c1cccc(NC(=O)Nc2cc3sccc3n2C)c1	-4	0	6	-11	14	3	5	-11	5
Oc1ccc(/C=N/Nc2cccc3cccnc23)c(O)c1	-1[fluorescence artefact?]	0	-12	0	0	-2	-1[fluorescence artefact?]	4	8
CNC(=O)COC(=O)/C=C/c1nc2ccccc2s1	11	-4	-6	5	-7	2	5	-24	3
CC(NC(=O)NC(N)=O)(C(F)(F)F)C(F)(F)F	7	0	-8	-2	10	-21	2	10	-10
CCc1nnc2n1N=C(c1cccc([N+](=O)[O-])c1)CS2	6	-3	-17	·	3	2	6	-3	6
Cc1scc(C(=O)NNC(=S)NCC2CCCO2)c1-c1ccccc1 (configuration not stated)	-4[fluorescence artefact?]	-1	4	·	13	12	4[fluorescence artefact?]	-28	0
CCOc1ccc(/C(O)=C2/C(=O)C(=O)N(CCN(CC)CC)C2c2cccs2)cc1 (configuration not stated)	-8	-1	·	23	6	-2	-1	-4	-2
CC(=O)Nc1sc2c(c1C(N)=O)CCCC2	-10	-2	-21	-3	-2	-8	0	-11	4
Cc1nnc(SCCn2c(N3CCC(Cc4ccccc4)CC3)nc3c2c(=O)[nH]c(=O)n3C)s1	-1	-2	·	19	3	-4	-1	-7	1
O=C(Nc1ccccc1C(=O)N1CCCC1)c1ccccc1	-4	-1	·	9	1	-9	6[fluorescence artefact?]	-10	4

Only FXIa inh 1536 and 14-3-3 Bad inh (2 entries from above):
molecule	FXIa inh 1536	14-3-3 Bad inh
Cc1nnc(SCCn2c(N3CCC(Cc4ccccc4)CC3)nc3c2c(=O)[nH]c(=O)n3C)s1	-4	-1
COc1ccc(C2CC(c3ccccc3)=NN2c2ccc(Cl)c(C(=O)O)c2)cc1 (configuration not stated)	-17	0

(next part)
SMILES	14-3-3 Bad inh	Wee1 stabilizer	MDM2 E3 inh	Rad51 HR inh	FXIIa inh	FXIa inh 1536	eIF4E 4G PPI	KLK5 inh	p97 inhibitor
CSCCC(NC(=O)C1CCC(C)CC1)C(=O)NCc1ccco1 (configuration not stated)	20[fluorescence artefact?]	3	-5	-7	21	18	0[fluorescence artefact?]	-2	-4
CN(C)C(=O)CNC(=O)C1CCCCC1	3	2	0	6	1	-10	0	-28	-5
COc1ccc(N2CCN(C(=O)CSc3nc4[nH]ncc4c(=O)n3-c3ccc(Br)cc3)CC2)cc1	-10	4	-33	-11	10	0	4	2	9
COc1ccc(-n2nnnc2SCC(=O)Nc2ccccc2)cc1	-14	0	-14	-4	-8	-13	-5	-19	2
CNC(=S)SCCOc1ccccc1C	-4[fluorescence artefact?]	-2	-6	-13	9	1	0	-1	1
CCn1c(SC)nc(O)c(C(c2ccc(OC)c(O)c2)c2c(O)nc(SC)n(CC)c2=O)c1=O	-4[fluorescence artefact?]	-2	-43	·	12	1	4	-7	4
FC(F)(F)c1ccc(CN2C[C@@H]3C(c4ccc(Cl)nc4)C4(c5ccccc5)CC3(C4)[C@H]2c2ccccc2)cc1 (some centres not stated)	0	·	5	-2	2	-3	-1	-3	·
CC(C)(C)NC(=O)CN(Cc1cccs1)C(=O)CCC(=O)Nc1nccs1	5	-1	-5	-9	5	5	-9	-10	-1
O=C(CN1CCN(C(c2ccccc2)c2ccccc2)CC1)N1N=CCC1c1ccccc1 (configuration not stated)	2	0	-7	-11	5	3	-4	-6	-4
COc1cc(OC)c2c(-c3ccccc3)cc(=O)oc2c1C(CC(=O)N1CCOCC1)c1ccc2c(c1)OCO2 (configuration not stated)	-2	·	12	3	0	-5	-2	-4	·
O=C(CCSc1nc(-c2ccco2)cc(C(F)(F)F)n1)N1CCN(c2ccccn2)CC1	2	0	-3	-3	7	-1	0	0	-6
COCCCNc1ccnc2c(Cl)cccc12	9	-1	8	-8	21	0	3[fluorescence artefact?]	-6	4
CCOc1ncccc1C(=O)Oc1ccc2c(c1)OCO2	-14	0	-9	7	4	-2	-9	-1	4
O=C(COC(=O)/C=C/c1ccc(Cl)cc1Cl)Nc1ccc2c(c1)OCCO2	-5	-2	-14	-12	19	10	3	10	-2
O=C(CN1CCOCC1)c1c[nH]c2ccccc12	4	2	4	2	15	3	0	-21	-2
CC(=O)N1CC=C2C(C#N)=C(N)C(C#N)(C#N)C(CCc3ccccc3)C2C1 (configuration not stated)	-12	2	-5	-11	1	-20	11	-28	4
CCOC(=O)c1sc2nc(C)nc(SCC(=O)NC3CCS(=O)(=O)C3)c2c1C (configuration not stated)	-1	2	-27	-7	6	1	4	0	11
Cc1cc(=O)oc2cc(OCC(=O)NCCc3nc4ccccc4[nH]3)ccc12	-10	0	-15	-2	5	-7	-5	-8	9
Cc1ccc(C)c(OCC(=O)Nc2cccc(C(=O)O)c2)c1C	-3	0	-11	2	11	-1	6	-22	6
CC(C)(C)N(C(=O)Cn1nnc(-c2ccc(F)cc2)n1)C(C(=O)NC1CCCC1)c1ccncc1 (configuration not stated)	-5	3	3	-3	1	-3	-3	-4	-9
O=C(Nc1ccc(OC(F)(F)F)cc1)c1ccc(-n2cncn2)nc1	-5	-3	1	-2	3	1	3	-9	6
CCOC(=O)CSc1nnc(CNC(=O)c2ccc(OC)c(OC)c2)n1C	0	0	-21	3	4	-5	2	5	3
Cc1cc(-c2ccccc2N)n[nH]1	-12	-1	-12	-2	-10	-5	2	-2	5
O=c1cc(CSc2ccccn2)[nH]c(=O)[nH]1	-9	-4	-13	-1	11	5	10	-5	4
COC(=O)c1[nH]c2cc(OC)ccc2c1NC(=O)CCN1CCN(c2ccccc2)CC1	-7[fluorescence artefact?]	6	9	-2	12	8	0	6	2
O=C1N(Nc2ccccc2)C(c2ccc(Br)cc2)C12CCCC2 (configuration not stated)	10	-2	28	2	13	4	5	-17	-2
COc1cc(-c2n[nH]c(=S)n2-c2ccc(C)cc2)cc(OC)c1OC	-8	-3	-7	-14	5	-8	4	-6	-2
COC(=O)c1cn(Nc2ncc(C(F)(F)F)cc2Cl)c(=O)c2ccccc12	14[fluorescence artefact?]	6	-17	-4	13	4	5[fluorescence artefact?]	3	2
O=C(NCCc1c[nH]c2ccccc12)c1cc2ccccc2oc1=O	4	-1	-8	-3	4	-5	0	-1	-2
CCn1cc(C(=O)NCc2ccccc2OC)c(=O)c2cc(S(=O)(=O)N(C)C)ccc21	11	-1	37*	6	9	-4	0	0	-6

Outcome played no part in choosing rows; 3.5% or so of the library scored in one or more.
